From PubChem BioAssay
SR-BI DiI-HDL act – activators of SR-BI mediated DiI-HDL uptake, primary screen, ldlA[mSR-BI] CHO cells, DiI fluorescence; 3 h; 100 = double the neutral-control signal; activation, % at 12.5 µM; actives 0.096% (n = 320,000);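 active = mean replicate activation of at least 60% and every replicate at or above 60%; inconclusive = mean or all-replicate condition met, but not both; inactive = mean below 60% and not all replicates reaching 60%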;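 also: 0% = median plate neutral-control signal and 100% = twice that signal; values of inactives mirror those of a sister screen read the other way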
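Test system: SR-BI-overexpressing, LDLR-lacking CHO cells; Also added: labelled HDL, 10 µg/mL; Measured by: bottom-read cell fluorescence after medium removal, ex 550/em 595 nm; Timing: 3 h uptake period with compound, 37 °C; Buffer or medium: F12, 0.5% BSA, 25 mM HEPES; Doses: single compound concentration, delivered by pin transfer.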
LANA DNA inh – inhibitors of KSHV C-LANA binding to DNA, primary screen, biochemical, fluorescence polarization, FAM-LBS DNA, MBP-C-LANA, single point; inhibition, % at 9 µM; Kaposi's sarcoma herpesvirus LANA C-terminal domain (residues 932-1162) DNA binding; actives 0.078% (n = 340,000);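 active = highest replicate inhibition at or above 60% at 9 µM, even if other replicates fall short; inactive = all replicates below 60% inhibition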;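 also: 0% = neutral control wells and 100% = 4 µM acridine orange control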
PvdQ acylase – P. aeruginosa PvdQ acylase inhibitors, primary screen, biochemical, fluorescence, plate reader and imaging, single point; actives 0.063% (n = 340,000); inhibition, % at 10 µM; purified PvdQ acylase; AID 488965, 2010; PvdQ acylase [Pseudomonas aeruginosa LESB58]; in the data active = inhibition above about 30%, passing the limit was not always enough; inconclusive = no clear call, values can overlap the other calls;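 also: 0% = vehicle neutral wells and 100% = reference inhibitor wells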
SR-BI DiI inh – inhibitors of SR-BI mediated HDL lipid uptake, primary screen, ldlA[mSR-BI] cells, fluorescence, single point; Scavenger receptor class B member 1 (Mus musculus), Q61009; ldlA[mSR-BI] CHO cells, DiI-HDL uptake fluorescence, 3 h; inhibition, % at 12.5 µM; actives 0.96% (n = 320,000); AID 488896, 2010;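 active = mean replicate inhibition of at least 70% and a set share of replicates each scoring 70 or more; inconclusive = meets just one of the two criteria; inactive = fails both criteria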;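 also: 0% = median of neutral control wells and 100% = median of positive control wells; values of inactives mirror those of a sister screen read the other way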
Target sequence (Q61009 whole entry, looked up): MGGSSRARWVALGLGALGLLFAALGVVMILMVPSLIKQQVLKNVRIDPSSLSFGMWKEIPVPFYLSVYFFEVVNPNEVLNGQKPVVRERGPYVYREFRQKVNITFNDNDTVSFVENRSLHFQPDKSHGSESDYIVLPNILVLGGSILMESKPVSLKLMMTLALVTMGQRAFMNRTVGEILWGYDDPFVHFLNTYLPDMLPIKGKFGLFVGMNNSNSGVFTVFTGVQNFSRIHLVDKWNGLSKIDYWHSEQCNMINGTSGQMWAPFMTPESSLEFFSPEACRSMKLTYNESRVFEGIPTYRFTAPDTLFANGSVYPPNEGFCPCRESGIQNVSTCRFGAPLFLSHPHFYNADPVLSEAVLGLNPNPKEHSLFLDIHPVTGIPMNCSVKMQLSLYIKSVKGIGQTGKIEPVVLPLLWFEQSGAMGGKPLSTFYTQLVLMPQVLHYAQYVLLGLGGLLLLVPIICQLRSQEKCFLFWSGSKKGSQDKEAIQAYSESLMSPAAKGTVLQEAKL
Arrestin-AP2 inh – inhibitors of beta-arrestin/AP2 binding, primary screen, biochemical, GPCR trafficking, flow cytometry; beta-arrestin 1 C-terminal peptide binding to AP2 beta2-adaptin appendage (human); FITC-arrestin peptide / GST-AP2 beads; AP2 beta2 appendage carries R879A mutation; inhibition, % at 10 µM; actives 0.31% (n = 340,000); AID 504490, 2011;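 active = inhibition above a set limit, near 3 SD of compounds lacking own fluorescence, cut at about 54% in these data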;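 also: plate controls were DMSO wells for no effect and 5 µM unlabelled arrestin peptide for full effect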
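System: GST-AP2 R879A glutathione beads; medium: PBS, Tween 20 0.05%, BSA 0.1%; reagent: fluorescein-tagged arrestin peptide at 50 nM final; schedule: pre-incubation 12 min, peptide binding 1 h, room temperature; detection: flow cytometry, FL1 (488/535 nm); read-out: inhibition as reduced fluorescein signal on beads, percent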
NSD2 HMT inh – NSD2 histone methyltransferase inhibitors, primary screen, biochemical, AlphaScreen, single concentration, set 2 | Histone-lysine N-methyltransferase NSD2 (Homo sapiens), O96028 | NSD2 peptide methylation, 120 min | inhibition, % at 12.5 µM | actives 0.54% (n = 310,000) | AID 743445, 2014; in the data active = inhibition above about 50%
Keap1-Nrf2 PPI – Keap1-Nrf2 protein-protein interaction inhibitors, primary screen, biochemical, fluorescence polarization, single point. Kelch-like ECH-associated protein 1 (Homo sapiens), Q14145. Keap1 Kelch-Nrf2 peptide fluorescence polarization, 1536-well. inhibition, % at 9.4 µM. actives 0.15% (n = 340,000); in the data active = inhibition above about 12%; inconclusive = no clear call, values can overlap the other calls; inactive = below about 7.3%;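 also: human Keap1 Kelch domain with fluorescein labeled Nrf2 9mer peptide probe; 0% = neutral control wells and 100% = peptide positive control; higher means more block of Keap1 binding to Nrf2 peptide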
DAGLB inhibitor – DAGLB lipase inhibitors, primary screen, biochemical, fluorescence, HTS; Diacylglycerol lipase-beta (Homo sapiens), Q8NCG7; HEK293T DAGLB membrane lysate, EnzChek fluorogenic substrate; inhibition, % at 5.17 µM; actives 0.059% (n = 340,000); in the data active = inhibition above about 34%;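 also: 0% = enzyme with vehicle and 100% = wells lacking enzyme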
PKA-R2B act – activators of PKA-R2B holoenzyme, primary screen, biochemical, fluorescence polarization, Cy5-IP20, human; cAMP-dependent protein kinase catalytic subunit beta (Homo sapiens) + cAMP-dependent …; PKA-R2B holoenzyme dissociation; R2B truncated from residue 108, S112A mutant; 0% DMSO only, 100% 113 µM cGMP; activation, % at 11.4 µM; actives 0.079% (n = 340,000); AID 504700, 2011;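 active = activation above a cutoff set at the mean over all compounds plus 3 SD, cut at about 18% in these data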;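 also: higher means more holoenzyme dissociation and a rise in polarization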
Target sequence (P31323 whole entry, looked up, other chains not shown, the tested form may be a part): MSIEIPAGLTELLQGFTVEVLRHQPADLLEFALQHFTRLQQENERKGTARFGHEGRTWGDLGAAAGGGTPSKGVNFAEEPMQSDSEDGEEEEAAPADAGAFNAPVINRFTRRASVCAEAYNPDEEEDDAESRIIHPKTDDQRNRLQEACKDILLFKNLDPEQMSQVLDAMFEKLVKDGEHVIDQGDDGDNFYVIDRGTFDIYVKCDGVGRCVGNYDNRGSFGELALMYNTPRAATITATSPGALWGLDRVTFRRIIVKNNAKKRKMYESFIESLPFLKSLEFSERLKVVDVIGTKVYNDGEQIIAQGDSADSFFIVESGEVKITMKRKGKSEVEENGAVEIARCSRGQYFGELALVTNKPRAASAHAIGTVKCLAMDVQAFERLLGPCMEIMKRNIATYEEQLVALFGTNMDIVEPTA
Cardiac RTF inh – cardiac RTF calcium sensitivity inhibitors, primary screen, biochemical, IANBD-TnC fluorescence, EC70 calcium; Troponin I, cardiac muscle (Homo sapiens) + Troponin T, cardiac muscle (Homo sapiens) + …; IANBD-labeled cardiac RTF, Ca2+ fluorescence; inhibition, % at 7.15 µM; actives 0.12% (n = 340,000); AID 493244, 2011;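 active = inhibition above the mean inhibition of all tested compounds plus 3 SD, cut at about 17% in these data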;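 also: assay run at fixed EC70 calcium of 1.6 mM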
The depositor's hits bear a star; ? = inconclusive; · = no result given.

SMILES	SR-BI DiI-HDL act	LANA DNA inh	PvdQ acylase	SR-BI DiI inh	Arrestin-AP2 inh	NSD2 HMT inh	Keap1-Nrf2 PPI	DAGLB inhibitor	PKA-R2B act	Cardiac RTF inh
O=C(O)COc1c(F)c(F)c(C(F)(F)F)c(F)c1F	13	1.1	5	-13	17	1	7	0	-2	5
CC(C)c1ccc(O)c(NC(=O)c2cccnc2)c1	11	0.9	-8	-11	4	2	-2	0	0	0
COc1cccc(OCc2nc3c4cnn(-c5ccccc5)c4ncn3n2)c1	18	0.1	-7	-18	2	4	-2	-1	4	-2
O=C(O)CN1C(=O)/C(=C2\SC(=S)N(C(Cc3ccccc3)C(=O)O)C2=O)c2ccccc21 (centres undefined)	·	0.0	-7	·	-2	-1	-4	2	-1	-1
CN(CC(=O)Nc1sc2c(c1C#N)CCCCC2)Cc1nc2ccccc2c(=O)[nH]1	-46	1.5	5	46	12	0	-1	-2	-8	-4
COc1ccc(NC(=O)C2CCN(S(=O)(=O)c3ccc(N4CCCC4=O)cc3)CC2)c(OC)c1	-15	0.1	-16	15	16	3	-2	2	5	-8
S=c1[nH]nc(-c2ccccn2)n1/N=C/c1ccc(Cl)cc1	10	3.7	-1	-10	-8	-3	2	0	-4	-3
NC(=O)C1CCN(c2nc(-c3ccccc3)nc3c2oc2ccccc23)CC1	-3	0.8	2	3	9	-1	-4	2	2	0
C/C(=N\Nc1nc2ccccc2[nH]1)c1ccc(Cl)s1	-30	1.5	-2	30	-6	3	-3	3	-10	-4
COc1cc2[nH]c(=S)n(C3CCCC3)c(=O)c2cc1OC	-2	0.2	-1	2	6	0	-5	1	-3	-1
CCCSc1nc(N)c2c3c(sc2n1)CN(C)CC3	·	0.4	-11	·	0	·	-5	4	8	-7
CCOC(=O)COc1ccc(/C=C/[N+](=O)[O-])c(OCC(=O)OCC)c1	-3	0.3	-14	3	-5	-3	-4	2	0	-6
NC(=O)CSc1nccn1Cc1ccc(Cl)cc1	17	-0.2	-5	-17	-23	-6	2	1	-12	3
Cc1ccc(N(C)S(=O)(=O)c2cccc(C(=O)Nc3ccc(C)cn3)c2)cc1	-22	-1.2	1	22	0	2	1	-4	-2	-2
COc1ccc(Cl)cc1NC(=O)CN(C)C(=O)c1cn2ccccc2n1	12	-2.3	-10	-12	29	0	0	-1	0	-8
CCNc1ccc(C(=O)N/N=C/c2c(C)nn(-c3ccccc3)c2N2CCCC2)cc1[N+](=O)[O-]	-72	-1.5	-12	?	7	2	0	2	-8	-13
CN(C)c1ccccc1C(=O)N1CCC(n2nccc2NC(=O)C2CC2)CC1	-43	-0.3	-10	43	-3	-2	-1	-9	5	-9
COc1ccc(CCNC(=S)NC(=O)c2ccccc2)cc1OC	6	-0.2	-6	-6	5	4	-3	-4	-2	-2
CC(NO)/C(=N\O)c1cccs1 (centres undefined)	24	1.8	-12	-24	-6	1	-2	-2	4	-4
O=[N+]([O-])c1cccc(CN2[C@@H](Cc3ccccc3)COCCS2(=O)=O)c1	12	2.9	4	-12	25	·	0	-2	-7	1
COc1ccc(/C=N/NC(=S)NC2CCS(=O)(=O)C2)cc1 (centres undefined)	17	2.0	-7	-17	1	-3	-2	2	-4	-7
N#CC(c1ccc(Cl)cc1)c1nc2ccccc2nc1C(F)(F)F (centres undefined)	24	-0.8	3	-24	7	2	4	-10	-13	-1
Cc1csc(N2CCCC2c2nc3cc(C(F)(F)F)ccc3n2CCOCCO)n1 (centres undefined)	14	0.8	-7	-14	9	·	0	2	3	-23
Cc1cc(OCC(=O)N2CCCC2)ccc1Cl	-27	0.7	0	27	14	-6	1	0	-6	7
Cc1ccc(C(=O)NCCSC(C)(C)C)cc1[N+](=O)[O-]	21	0.2	-11	-21	1	-3	1	-2	-8	-9

Next section.
SMILES	SR-BI DiI-HDL act	LANA DNA inh	PvdQ acylase	SR-BI DiI inh	Arrestin-AP2 inh	NSD2 HMT inh	Keap1-Nrf2 PPI	DAGLB inhibitor	PKA-R2B act	Cardiac RTF inh
O=C(C1CCCO1)N1CCN(C(=S)Nc2ccc(F)cc2)CC1 (centres undefined)	5	-0.5	-17	-5	-17	-2	0	-3	-2	-15
COCCN(C(=O)CSc1ncn[nH]1)c1c(N)n(Cc2ccccc2)c(=O)[nH]c1=O	-3	0.2	-12	3	-18	-2	-1	0	2	-6
Cc1cc(C)nc(SCc2ccc(Br)cc2)n1	-17	3.2	-10	17	4	-2	2	-2	-9	-2
C#CCNC(=O)c1cc2sccc2n1C	-15	2.1	-7	15	2	-1	-7	0	2	-5
COc1cc2ccccc2cc1C(=O)N1CCCCC1	-5	-1.4	-8	5	-4	1	-1	1	-2	-2
COc1ccc(CC(=O)Nc2ccc(N3CCOCC3)cc2)cc1S(=O)(=O)N1CCOCC1	3	0.0	-13	-3	3	-17	-4	2	-2	-9
O=C(c1ccco1)n1nc(-c2ccccc2)nc1SCc1ccccc1	·	0.0	-10	·	-2	·	1	-3	0	-13
Cc1cccc(NC(=O)c2ccccc2NC(=O)CCC(=O)O)c1	-9	-0.9	1	9	8	-2	-7	2	-23	11
O=C(COc1ncnc2sccc12)NC1CCCc2ccccc21 (centres undefined)	26	-1.0	20	-26	·	-1	-4	1	-8	4
CCCn1c(C)cc(C)c(C#N)c1=O	-6	0.9	-9	6	5	-3	5	1	-3	-8
CC1CCCC(C)N1C(=O)COC(=O)c1cncc(Br)c1 (centres undefined)	4	0.6	6	-4	23	-1	1	-3	-3	2
Cc1ccc(OCc2ccc(C(=O)NN)o2)cc1C	-19	-1.1	-13	19	-6	-1	-3	-5	0	-6
CC(C)C(C)NC(=O)CN1C(=O)NC2(CCCc3ccccc32)C1=O (centres undefined)	-9	2.3	-14	9	-3	-5	-3	-1	2	-2
O=C(C(c1ccccc1)c1ccccc1)N1CCN(Cc2ccc(Br)cc2)CC1	-23	0.9	-6	23	6	0	-3	-5	4	0
O=C1c2ccc(Cl)cc2S(=O)(=O)c2cccc(C(=O)N3CCN(c4ncc(Br)cn4)CC3)c21	-14	-1.7	-1	14	1	·	-6	5	-1	5
Cc1nc(CNS(=O)(=O)c2ccc(Br)cc2)cs1	22	1.1	-19	-22	-3	1	2	-1	0	-9
CCOC(=O)c1ccccc1NC(=O)COC(=O)C1CC(=O)N(c2ccc3c(c2)OCCO3)C1 (centres undefined)	44	-0.3	-14	-44	-15	23	1	-12	3	7
O=C(NCc1cccnc1)c1ccc(NC(=O)c2ccco2)cc1	12	-0.7	-10	-12	-4	0	1	0	3	-8
CCCOc1ccc(-c2nc(C#N)c(N3CCC(C(N)=O)CC3)o2)cc1	-35	-1.5	-12	35	-8	2	0	4	2	-4
COc1ccc(NC(=O)N2CCC(CO)(CC3CCCCO3)CC2)c(OC)c1 (centres undefined)	-14	0.0	-7	14	3	2	-8	2	-3	1
Cc1ccc(N(CC(=O)NC2CCCC2)C(=O)c2ccc(C)s2)cc1	11	0.1	-11	-11	6	2	-4	1	-3	-6
O=C(CCc1nnc(-c2ccc3c(c2)OCO3)o1)N(Cc1ccncc1)CC1CCCO1 (centres undefined)	0	-0.5	-12	0	-3	-3	-3	0	-5	1
CN(C)CCC(=O)c1ccc(F)cc1	41	-4.3	-2	-41	2	4	-11	-1	-11	-13
O=C(O)c1ccc(Cn2c(=S)[nH]c3cc(Cl)ccc3c2=O)cc1	-2	0.9	3	2	21	13	-6	2	-1	-5
COc1cccc2c3c(c(=O)[nH]c12)CCC(C)(C)O3	-15	-0.3	0	15	2	4	0	0	3	11

Among those listed so far, seven contain a thiophene ring, fused or not.
SMILES	SR-BI DiI-HDL act	LANA DNA inh	PvdQ acylase	SR-BI DiI inh	Arrestin-AP2 inh	NSD2 HMT inh	Keap1-Nrf2 PPI	DAGLB inhibitor	PKA-R2B act	Cardiac RTF inh
CN(CC(=O)Nc1sc2c(c1C#N)CCCCC2)Cc1nc2ccccc2c(=O)[nH]1	-46	1.5	5	46	12	0	-1	-2	-8	-4
C/C(=N\Nc1nc2ccccc2[nH]1)c1ccc(Cl)s1	-30	1.5	-2	30	-6	3	-3	3	-10	-4
CCCSc1nc(N)c2c3c(sc2n1)CN(C)CC3	·	0.4	-11	·	0	·	-5	4	8	-7
CC(NO)/C(=N\O)c1cccs1 (centres undefined)	24	1.8	-12	-24	-6	1	-2	-2	4	-4
C#CCNC(=O)c1cc2sccc2n1C	-15	2.1	-7	15	2	-1	-7	0	2	-5
O=C(COc1ncnc2sccc12)NC1CCCc2ccccc21 (centres undefined)	26	-1.0	20	-26	·	-1	-4	1	-8	4
Cc1ccc(N(CC(=O)NC2CCCC2)C(=O)c2ccc(C)s2)cc1	11	0.1	-11	-11	6	2	-4	1	-3	-6

Part of the list above, bar-delimited:
structure | SR-BI DiI-HDL act | LANA DNA inh | PvdQ acylase | SR-BI DiI inh | Arrestin-AP2 inh | NSD2 HMT inh | Keap1-Nrf2 PPI | DAGLB inhibitor | PKA-R2B act | Cardiac RTF inh
O=C(c1ccco1)n1nc(-c2ccccc2)nc1SCc1ccccc1 | · | 0.0 | -10 | · | -2 | · | 1 | -3 | 0 | -13
CC(C)C(C)NC(=O)CN1C(=O)NC2(CCCc3ccccc32)C1=O (centres undefined) | -9 | 2.3 | -14 | 9 | -3 | -5 | -3 | -1 | 2 | -2

No enrichment for hits; 2.1% or so of the library scored in one or more.
